# Epigenetic derep = epigenetic control regulation, reporter derepression; murine LDR cells, GFP reporter derepression, 30 h; Potency, µM (doses to about 53.9 µM), for the others: top-dose GFP activation, most hits filed as activators; 280,000 compounds, 0.2% hits; further: potency means the concentration at half of the fitted maximal effect; % of control where 0% means no effect; nearly all actives have a fitted effect of over 60% in size
#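 Readout is the number of GFP-expressing murine LDR cells, counted by cytometry following washing. Cells were treated with compound for 30 h at 37 C; the stably integrated CMV-GFP locus is normally silent.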
# Luc counter = Kinase-Glo luciferase inhibition (counter-screen); Kinase-Glo luciferase, ATP luminescence, 8 min; Potency, µM (titrated, usually from 38.3 µM), without a hit: top-dose activity change, negative = inhibition, hits mostly inhibitors; 200,000 compounds, 0.28% hits; AID 1379; further: potency means the concentration at half of the fitted maximal effect; on the % scale 0 is the no-effect control and ±100 the full control effect; nearly all actives have a fitted effect of over 60% in size
#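 Kinase-Glo luciferase light output from ATP and luciferin was measured with 10 uM ATP, within the enzyme's linear range. Buffer: 50 mM imidazole pH 7.2, 50 mM KCl, 7 mM MgCl2, 0.01% Tween 20, 0.05% BSA; luminescence read after 8 min at ambient temperature.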
# IMPase Li inh = membrane-permeable IMPase blocker, potentiated with lithium; CHO-M1 cells, IP1 TR-FRET (IP-One), carbachol + lithium; Potency, µM (highest dose often 59.4 µM), for the others: at the top dose activity, negative = IMPase inhibition, most hits filed as inhibitors; 210,000 compounds, 0.35% hits;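 further: IP1 builds up when IMPase is blocked and the TR-FRET signal falls; potency means the concentration at half of the fitted maximal effect; plate controls were basal vehicle for no effect and high inhibitor control for full effect; nearly all actives have a fitted effect of over 50% in size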
#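 IP1 accumulation measured by competitive TR-FRET in lysed CHO-M1 cells after 30 min compound exposure at 37C, with a small lithium addition to potentiate weak responses. Hill-equation AC50 from ratio and donor-channel data.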
# HTT aggregate = mutant huntingtin aggregation inhibition; PC12 HttQ103-GFP aggregates, Acumen cytometry, 40 h; Potency, µM (doses to about 46.1 µM), inactives show at the highest dose activity change, negative = inhibition, actives largely listed as inhibitors; 220,000 compounds, 1.1% hits; AID 1688; further: potency means the concentration at half of the fitted maximal effect; on the % scale 0 is the no-effect control and ±100 the full control effect; nearly all actives have a fitted effect of over 60% in size
#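 PC12 cells stably carrying ecdysone-inducible HTT exon 1 Q103–GFP were induced with tebufenozide (100 nM final) and treated with library compounds in titration. GFP aggregates in lysates were counted by laser scanning cytometry.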
# CBFb-RUNX1 inh = CBF-beta/RUNX1 interaction disruption. Potency, µM (highest dose often 59.8 µM), for the others: top-dose activity, negative = inhibition, hits mostly inhibitors. Q01196+Q13951. 230,000 tested, under 10 active. AlphaScreen CBFb-His/RUNX1-biotin binding, biochemical; further: % of control where 0% means no effect
#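 AlphaScreen proximity signal reports loss of binding between His-tagged CBF-beta and biotin-labelled RUNX1, each at 30 nM. Proteins are pre-associated for 20 minutes, compounds added for 15 minutes, then beads for 90 minutes, all at ambient temperature.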
# L3MBTL1 inh = blocks human L3MBTL1 | AlphaScreen L3MBTL1–H3K9me1 peptide binding | Potency, µM (top dose mostly 57.1 µM), inactives show at the top dose activity, negative = inhibition, actives largely listed as inhibitors | 230,000 compounds, 0.66% hits; further: potency means the concentration at half of the fitted maximal effect; on the % scale 0 is the no-effect control and ±100 the full control effect; nearly all actives have a fitted effect of over 60% in size
# Target sequence (Q9Y468 whole entry, looked up): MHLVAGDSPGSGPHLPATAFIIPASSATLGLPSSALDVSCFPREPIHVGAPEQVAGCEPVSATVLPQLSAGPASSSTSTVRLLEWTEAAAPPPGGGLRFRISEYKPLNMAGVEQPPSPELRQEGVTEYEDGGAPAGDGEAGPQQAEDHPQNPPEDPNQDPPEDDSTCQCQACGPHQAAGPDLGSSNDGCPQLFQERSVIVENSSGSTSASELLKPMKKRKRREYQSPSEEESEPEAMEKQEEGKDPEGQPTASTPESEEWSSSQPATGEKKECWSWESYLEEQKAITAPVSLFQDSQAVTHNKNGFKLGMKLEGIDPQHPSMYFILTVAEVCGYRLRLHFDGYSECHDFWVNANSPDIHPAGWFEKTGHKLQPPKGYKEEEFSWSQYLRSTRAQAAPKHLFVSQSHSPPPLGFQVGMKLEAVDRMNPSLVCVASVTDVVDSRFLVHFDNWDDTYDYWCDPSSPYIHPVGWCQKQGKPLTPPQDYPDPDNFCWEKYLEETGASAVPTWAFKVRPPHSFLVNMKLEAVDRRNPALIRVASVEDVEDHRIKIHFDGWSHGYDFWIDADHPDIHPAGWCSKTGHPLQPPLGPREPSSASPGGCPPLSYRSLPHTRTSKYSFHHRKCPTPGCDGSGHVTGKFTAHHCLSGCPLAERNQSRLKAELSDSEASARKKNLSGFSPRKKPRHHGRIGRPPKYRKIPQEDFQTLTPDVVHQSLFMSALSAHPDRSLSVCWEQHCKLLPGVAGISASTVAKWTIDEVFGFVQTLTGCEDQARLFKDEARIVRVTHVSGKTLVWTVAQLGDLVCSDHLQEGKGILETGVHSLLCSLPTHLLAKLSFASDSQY
#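 L3MBTL1 (50 nM) pre-complexed 30 min with biotinylated H3(1-15)K9me1 peptide (75 nM), then compounds added for 30 min at room temperature; AlphaScreen streptavidin donor/nickel chelate acceptor beads (10 ug/mL final) read after 30 min dark incubation.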
# NPSR antag = blocks cAMP signaling of the human neuropeptide S receptor; Q6W5P4; CHO-NPSR cells, cAMP TR-FRET, antagonist mode; Potency, µM (titrated, usually from 38.3 µM), for the others: top-dose activity change, negative = inhibition, hits mostly inhibitors; 220,000 compounds, 1% hits; AID 1461; further: potency means the concentration at half of the fitted maximal effect; on the % scale 0 is the no-effect control and ±100 the full control effect; nearly all actives have a fitted effect of over 50% in size; many of its hits are not listed in these tables
# Starred values were filed as active, the others as inactive; ? = inconclusive; nt = not tested or not shown; & = joins results of further samples; [ ] = another dose, or the depositor's remark. The call rests on the fitted dose curve; in most records, active means well fitted curve in the direction sought with a large enough effect; inconclusive means small, poorly fitted or top-dose-only effect, or another doubt; inactive means no such curve, though single readings can be large; an effect the other way counts as inactive or inconclusive. Not all compounds are listed, so the mix of outcomes need not match the whole.
SMILES,Epigenetic derep,Luc counter,IMPase Li inh,HTT aggregate,CBFb-RUNX1 inh,L3MBTL1 inh,NPSR antag
c1ccc(CNc2nc3ccccc3n2CCN2CCOCC2)nc1,1.0%,-5%,-10%[38.3 µM],7%,6%,-5%,-13%[46.1 µM]
O=C(O)c1ccccc1OC(=O)C12CC3CC(CC(C3)C1)C2,0.0%,1%,3%,nt,14%,3%,3%
O=C1C=C(c2ccccc2)OC(=O)C1C(=O)c1ccccc1 (configuration not stated),1.1%&0.0%,-2%,3%,-4%[9.22 µM],-6%&0%,?,21%[7.67 µM]
COc1ccccc1C1N(c2ccc(Cl)cc2)C(=O)C2CCCN21 (configuration not stated),?,-1%,20%[38.3 µM],11%,-1%,-7%,-15%[46.1 µM]
COc1ccccc1CNC(=O)C(=O)NCC1OCCN1C(=O)c1ccc(Cl)cc1 (configuration not stated),1.1%,nt,nt,-18%[9.22 µM],12%,nt,-5%
COc1ccc(-c2c(O)c(C#N)c(-c3ccccc3)n(-c3ccc(OC)cc3)c2=O)cc1,-3.2%,0%,-22%,-11%,17%,5%,-44%
Cc1ccc(C)c(C(=O)NC2CC(C)(C)NC(C)(C)C2)c1,0.0%,0%,10%[38.3 µM],-14%,4%,-2%[11.4 µM],-3%[46.1 µM]
O=C1c2ccccc2NC2CCCCC12 (configuration not stated),-0.7%,0%,2%[38.3 µM],-17%,4%,1%,-1%[46.1 µM]
CC1(c2ccccc2)NC(=O)N(CC#N)C1=O (configuration not stated),-2.6%,1%,-5%,3%,-6%,2%,10%
NC(=O)CNC(=O)[C@@H]1CC2(CC(c3ccccc3)=NO2)CN1C(=O)c1ccc(Br)cc1 (some centres not stated),0.0%,-3%,-5%[38.3 µM],22%,3%,-3%,1%[46.1 µM]
FC(F)(F)c1cc(C(F)(F)F)c2ccc(N/N=C/c3ccccc3)nc2n1,-1.1%,-1%,-6%[38.3 µM],13%,3%,-3%,-4%[46.1 µM]
COC(=O)c1ccccc1NC(=O)C1CCCO1 (configuration not stated),0.0%,1%,-7%,-9%,-7%,-12%,13%
CCCOc1cccc(-c2cc(C(=O)NNC(=S)NCC)c3ccccc3n2)c1,-1.1%,-6%,37%[activator][38.3 µM],-23%,-18%,nt,-11%[46.1 µM]
CCOc1ccc(-n2c(SCc3ccc(C#N)cc3)nnc2-c2cccnc2)cc1,0.0%,1%,1%[38.3 µM],8%,-4%,2%,-27%[46.1 µM]
C=CCOC(=O)C1=C(C)NC(C)=C(C(=O)OCC=C)C1c1ccc(O)cc1,0.3%,-1%,7%[38.3 µM],19%,6%,-2%,-30%[46.1 µM]
COc1cccc(-c2cc(C(=O)NCc3ccco3)no2)c1,0.7%,-2%,-3%[38.3 µM],-16%,-6%,nt,-23%[46.1 µM]
CCOc1ccc(C2/C(=C(/O)c3ccc(F)cc3)C(=O)C(=O)N2CCCN(C)C)cc1 (configuration not stated),-0.8%,0%,10%[38.3 µM],-4%,25%,4%,6%[46.1 µM]
CCCCC(=O)N(CCC)CCC,-1.3%,nt,nt,0%[9.22 µM],10%,7%,-30%
O=C(Nc1cc(Cl)ccn1)C1CCN(S(=O)(=O)c2cccs2)CC1,-4.6%,-2%,5%[38.3 µM],-14%[9.22 µM],4%,nt,-10%[46.1 µM]
CC(C)Cn1c(N)c(C(=O)COC(=O)CC23CC4CC(CC(C4)C2)C3)c(=O)n(C)c1=O,0.7%,-3%,36%[activator][38.3 µM],7.1µM*,-2%,nt,?

# Some entries already given with just HTT aggregate and IMPase Li inh:
compound,HTT aggregate,IMPase Li inh
FC(F)(F)c1cc(C(F)(F)F)c2ccc(N/N=C/c3ccccc3)nc2n1,13%,-6%[38.3 µM]
COC(=O)c1ccccc1NC(=O)C1CCCO1 (configuration not stated),-9%,-7%

# The main list resumes, starting two compounds before the break.
SMILES,Epigenetic derep,Luc counter,IMPase Li inh,HTT aggregate,CBFb-RUNX1 inh,L3MBTL1 inh,NPSR antag
O=C(Nc1cc(Cl)ccn1)C1CCN(S(=O)(=O)c2cccs2)CC1,-4.6%,-2%,5%[38.3 µM],-14%[9.22 µM],4%,nt,-10%[46.1 µM]
CC(C)Cn1c(N)c(C(=O)COC(=O)CC23CC4CC(CC(C4)C2)C3)c(=O)n(C)c1=O,0.7%,-3%,36%[activator][38.3 µM],7.1µM*,-2%,nt,?
CCOC(=O)/C=C1\SCC(=O)N1CC(O)CN1C(=O)CS/C1=C\C(=O)OCC,-2.0%,0%,17%[38.3 µM],12%,3%,0%,-4%[46.1 µM]
COc1ccccc1C1CCN(C(=O)c2cccc([N+](=O)[O-])c2)CC1,0.9%,nt,nt,0%[9.22 µM],-5%,-8%,19%
Cc1ccccc1CCN(CC(=O)NC1CCCCC1)C(=O)c1csnn1,1.4%,1%,6%,-2%[9.22 µM],3%,3%,-6%
CCOP(=O)(OCC)C(Nc1ccccc1)c1ccc2c(c1)OCO2 (configuration not stated),-0.2%,-2%,-28%[38.3 µM],5%,0%,-10%,-2%[46.1 µM]
CCOc1ccc(OCC(O)CNC2CCN(Cc3ccccc3)CC2)cc1 (configuration not stated),-0.9%,nt,nt,-2%,-9%,-9%,-2%[46.1 µM]
C=CCSc1nc(O)c(C2OC(=O)c3c2ccc(OC)c3OC)c(=O)n1-c1ccccc1 (configuration not stated),1.1%,nt,nt,4%[9.22 µM],5%,-5%,5%
O=C(CN1CCOCC1)N1CCN(c2nnc(-c3ccccc3)c3ccccc23)CC1,-0.2%,-3%,22%[38.3 µM],3%,6%,5%,-11%[46.1 µM]
COCC(C)N=C1NN=C(c2ccc(NC(C)=O)cc2)CS1 (configuration not stated),?,-1%,5%,8%,1%,8%,5%
Cc1ccc(/C=C/C(=O)N2CCCC(C(N)=O)C2)o1 (configuration not stated),-1.3%,nt,nt,-10%[9.22 µM],6%,-9%,-15%
Clc1ccsc1-c1ccnc(-n2cccc2)n1,1.3%,-1%,-5%,3%,14%,40%[activator],-21%
Cc1ccc(/C=C/C(=O)NCCc2c[nH]c3ccccc23)o1,1.4%,1%,9%,17%,5%,-21%,-2%
O=C(COC(=O)c1ccc(CO)cc1)NCc1cccs1,0.1%,-1%,-2%,-13%,-18%,-10%,0%
COc1cc(OC)cc(-c2cc3nc(C)c(CCC(=O)O)c(=O)n3[nH]2)c1,-0.2%,?,3%[38.3 µM],17%,-7%,nt,-4%[46.1 µM]
COc1ccc(Nc2ncnc3c2cnn3Cc2ccccc2)cc1,0.8%,-2%,0%[38.3 µM],-26%,6%,5%,?
C=CCc1ccccc1OCCOc1ccc([N+](=O)[O-])cc1/C=N/NC(N)=O,3.8%,nt,-1%,-1%,1%,nt,-16%
COc1ccc(-c2noc(-c3ccccc3C(=O)N3CCOCC3)n2)cc1,1.0%,-3%,15%[38.3 µM],26%,6%,nt,-1%[46.1 µM]
O=c1ccccn1Cc1c(Cl)cccc1Cl,0.0%,2%,-4%[38.3 µM],-5%,3%,5%,?
O=C(NC1CCCC1)C1c2ccccc2C(=O)N1C1CCCCC1 (configuration not stated),-0.3%,-1%,0%[38.3 µM],6%,-1%,4%,-11%[46.1 µM]
CCOC(=O)C1=C(C)N(C)C(=S)NC1c1cccc(Cl)c1Cl (configuration not stated),-3.8%,6%,19%,0%[9.22 µM],-6%,?,-21%
CC(C)(C)c1cc[n+](/C(C(=S)Nc2ccccc2F)=C(/[O-])c2ccc3c(c2)OCCO3)cc1,-1.4%,-1%,0%,3%,-28%,nt,-29%

# Sorted by value in HTT aggregate (smallest number first): 4 of the compounds above.
SMILES	HTT aggregate
O=C1c2ccccc2NC2CCCCC12 (configuration not stated)	-17%
CC1(c2ccccc2)NC(=O)N(CC#N)C1=O (configuration not stated)	3%
c1ccc(CNc2nc3ccccc3n2CCN2CCOCC2)nc1	7%
COCC(C)N=C1NN=C(c2ccc(NC(C)=O)cc2)CS1 (configuration not stated)	8%

# (next part)
SMILES,Epigenetic derep,Luc counter,IMPase Li inh,HTT aggregate,CBFb-RUNX1 inh,L3MBTL1 inh,NPSR antag
Cc1nc2ccccn2c1C(=O)N/N=C/c1cc(C)n(-c2ccc(Cl)cc2)c1C,-0.8%,-2%,17%,-5%,-11%,-18%,?
C/C(=N\NC(=O)C1CC1c1ccccc1)c1cccs1 (configuration not stated),0.0%,-7%,-1%[38.3 µM],-24%,10%,-3%,-1%[46.1 µM]
O=C(COC(=O)c1cc[n+]([O-])cc1)Nc1ccccc1Sc1ccccc1,0.4%,0%,18%,18%,11%,2%,1%
Cc1cc(=O)oc(C)c1C(=O)NCCc1ccc(F)cc1,-0.9%,3%,-1%[38.3 µM],0%,3%,12%,10%[46.1 µM]
Nc1ccc(C2=Nc3cccc4cccc(c34)N2)cc1,-1.1%,?,-2%,11%,-11%,-12%,-39%
CCOc1ccc(C2C(C#N)=C(N)Oc3nc[nH]c(=O)c32)cc1 (configuration not stated),-3.2%,-2%,1%,?,5%,14%,4%
c1ccc2cc3[nH]c(CN4CCOCC4)nc3cc2c1,0.0%,-1%,1%,-3%,11%,?,3%
CCOC(=O)C1(Cc2ccccc2C(F)(F)F)CCN(CCCn2cccn2)CC1,1.0%,-1%,10%,-21%[9.22 µM],7%,-3%,19%
O=C(NC1CCCCCC1)C1CCN(S(=O)(=O)N2CCC3(CC2)OCCO3)CC1,-0.5%,-6%,-8%[38.3 µM],-19%,2%,-4%,-6%[46.1 µM]
O=C(Nc1nc2ccccc2s1)Nc1ccc([N+](=O)[O-])cc1Cl,1.1%,nt,nt,-9%[9.22 µM],8%,nt,-1%
Cc1c(C(=O)Nc2ccccc2N2CCOCC2)sc2nc3n(c(=O)c12)CCC3,0.0%,-1%,-2%[38.3 µM],9%,7%,4%,-3%[46.1 µM]

# Some of the entries above, set out differently:
# Values run as follows: Epigenetic derep | Luc counter | IMPase Li inh | HTT aggregate | CBFb-RUNX1 inh | L3MBTL1 inh | NPSR antag
- O=C(Nc1nc2ccccc2s1)Nc1ccc([N+](=O)[O-])cc1Cl
→ 1.1% | nt | nt | -9%[9.22 µM] | 8% | nt | -1%
- C/C(=N\NC(=O)C1CC1c1ccccc1)c1cccs1 (configuration not stated)
→ 0.0% | -7% | -1%[38.3 µM] | -24% | 10% | -3% | -1%[46.1 µM]

# High-throughput results as filed in PubChem.
